Screens (PubChem)
TSHR antag: blocks TSH signaling through the human TSH receptor; P16473; activity change, negative = inhibition, % at 11.5 µM; AID 504810; TSHR-expressing cells, TSH-stimulated cAMP HTRF, 2 h; hits give low values; actives 0.2% (n = 330,000);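 active = activity change below a set negative limit, meaning inhibition stronger than a set level, cut at about -70% in these data; inconclusive = activity change between two set negative limits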; also: % is scaled to controls: 0 for no effect and ±100 for the full control effect
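TSHR-expressing cells, 200/well, pre-treated with compound, then stimulated with EC80 TSH (4nM final) for 2 hours at 37 deg C. cAMP measured by competitive HTRF: anti-cAMP cryptate antibody in lysis buffer plus cAMP-d2, read after 30 minutes at room temperature.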
Eya2 phos inh: blocks the phosphatase activity of human Eya2; actives 0.006% (n = 330,000); O00167; Potency, µM (top dose mostly 76.9 µM), without a hit: at the highest dose activity, negative = inhibition, hits mostly inhibitors; recombinant Eya2, OMFP fluorescence dephosphorylation (OMFP is methylfluorescein phosphate); also: potency is read from the fitted curve at half-maximal effect; % is scaled to controls: 0 for no effect and ±100 for the full control effect
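Eya2 protein (added as 0.2 uM solution) was preincubated with compound for 10 min at ambient temperature in 50 mM HEPES pH 7.5, 50 mM NaCl, 5 uM MgCl2, 0.05% BSA, 1 mM DTT. OMFP (added at 50 uM) then reacted 10 min; fluorescence read at 485/525 nm.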
Mito fusion act: inhibitors of mitochondrial division or activators of mitochondrial fusion | AID 485298 | S. cerevisiae fusion-defective mutant growth rescue, CellTiterGlo 48 h | actives 0.23% (n = 320,000) | Potency, µM (titrated, usually from 46.1 µM), inactives show top-dose growth rescue (activation), hits mostly activators;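 also: potency is read from the fitted curve at half-maximal effect; % of control where 0% means no effect; nearly all actives have a fitted effect of over 45% in size; temperature-sensitive fusion mutants such as fzo1-1 at 37 °C on non-fermentable ethanol glycerol medium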
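Read-out: ATP-based luminescence (CellTiterGlo, 10 min ambient) reporting growth of fusion-defective ts yeast after 48 hours at 37C on glycerol/ethanol YPEG medium in the presence of compound.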
USP2a inh: inhibitors of human ubiquitin-specific protease USP2a; USP2 core, Ub-CHOP2 coupled fluorogenic reporter, 485/531; Potency, µM (doses to about 38.3 µM), inactives show at the highest dose activity change, negative = inhibition, most hits filed as inhibitors; actives 0.01% (n = 330,000); O75604;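 also: potency is read from the fitted curve at half-maximal effect; plate controls were DMSO wells for no effect and full inhibition by NEM control for full effect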
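USP2 core (10nM final) preincubated 30min RT with compound in 20mM Tris-HCl pH 8.0, 2mM CaCl2, 2mM beta-mercaptoethanol, 0.05% CHAPS; 25nM Ub-CHOP2 plus 25nM reporter substrate added, fluorescence (Ex485/Em531) read after 60min.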
ELG1 repair inh: inhibitors of ELG1-dependent DNA repair in HEK293T cells | Potency, µM (series often up to 46.1 µM), for the others: at the highest dose activity change, negative = inhibition, usual class: inhibitors | AID 504467 | HEK293T ELG1-luciferase reporter, luminescence, 16 h; DNA damage induced by 5-fluorouridine | actives 2.3% (n = 330,000); also: potency is read from the fitted curve at half-maximal effect; % is scaled to controls: 0 for no effect and ±100 for the full control effect; nearly all actives have a fitted effect of over 55% in size
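Reporter activity after DNA damage by 5-fluorouridine is monitored. Compound-treated cells incubate 16 hr at 37 °C, then ONE-Glo is added for 30 min before luminescence reading.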
uPA surface inh: inhibitors of cell surface uPA generation. cell surface uPA generation assay, qHTS. Potency, µM (series often up to 38.3 µM), for inactives: top-dose activity change, negative = inhibition, hits mostly inhibitors. actives 0.31% (n = 330,000). AID 540303; active = well fitted inhibition curve with a large enough effect; inconclusive = small, poorly fitted or top-dose-only effect; inactive = no such curve, though single readings can be large or run the other way; tested in mouse RAW 264.7 cells; also: potency is read from the fitted curve at half-maximal effect; % is scaled to controls: 0 for no effect and ±100 for the full control effect; nearly all actives have a fitted effect of over 55% in size
BCR signal inh: inhibitors of chronic active B-cell receptor signaling. ABC-DLBCL IkBa-CBG/CBR reporter, luminescence ratio, 4 h. Potency, µM (top dose mostly 46.1 µM), for the others: top-dose ratio change, negative = lower green/red ratio, actives largely listed as inhibitors. actives 0.05% (n = 340,000). AID 493014; active = well fitted inhibition curve with a large enough effect in the signal ratio, with a control signal flat, not every such curve was filed as active; inconclusive = small, poorly fitted or top-dose-only effect, or effect the other way, or a change in a side signal; the % refers to the signal ratio;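 also: potency is read from the fitted curve at half-maximal effect; plate controls were basal doxycycline-induced cells for no effect and cells given 10 µM MG132 for full effect; MG132 reads +100%, hits lower the ratio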
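TMD8 human ABC-DLBCL cells with doxycycline-inducible IκBα–green luciferase fusion and unfused red luciferase, in 0.5% FBS medium; compounds up to 46 uM, 4 h at 37C. Green/red luminescence ratio, filter-overlap corrected, fitted to concentration-response curves.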
B2AR arrestin: agonists driving beta-arrestin recruitment to human beta2-adrenergic receptor; Potency, µM (highest dose often 46.1 µM), for the others: at the top dose activation, most hits filed as activators; beta-arrestin recruitment to beta2AR, cell-based reporter; AID 492947; P07550; actives 0.02% (n = 330,000);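 also: potency is read from the fitted curve at half-maximal effect; 0% = DMSO controls and full agonism = EC100 isoproterenol or metaproterenol; nearly all actives have a fitted effect of over 65% in size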
Target sequence (P07550 whole entry, looked up): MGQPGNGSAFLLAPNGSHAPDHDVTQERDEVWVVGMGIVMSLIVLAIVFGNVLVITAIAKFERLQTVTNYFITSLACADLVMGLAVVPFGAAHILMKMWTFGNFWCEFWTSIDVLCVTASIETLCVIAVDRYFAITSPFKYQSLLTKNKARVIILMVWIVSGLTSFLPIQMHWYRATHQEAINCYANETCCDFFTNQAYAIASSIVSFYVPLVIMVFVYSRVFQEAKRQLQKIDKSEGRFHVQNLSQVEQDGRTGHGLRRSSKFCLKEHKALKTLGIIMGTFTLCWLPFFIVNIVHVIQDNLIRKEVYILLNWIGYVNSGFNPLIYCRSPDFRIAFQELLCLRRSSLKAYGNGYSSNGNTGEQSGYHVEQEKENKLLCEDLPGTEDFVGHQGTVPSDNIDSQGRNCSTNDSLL
TCR act: activators of T cell receptors; 330,000 tested, under 10 active; Potency, µM (titrated, usually from 9.22 µM), without a hit: at the top dose activation of IL-2 secretion, usual class: activators; primary human leukocytes, anti-CD3, IL-2 HTRF, 48 h; also: % of control where 0% means no effect
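IL-2 produced over 48 hr by a-CD3 bead-stimulated primary human leukocytes exposed to compounds was detected with a homogeneous time-resolved FRET immunoassay, 665nm acceptor signal after 320nm excitation.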
Tb PFK inh: T. brucei PFK enzyme inhibition. T. brucei PFK, ADP-Glo luminescence. Potency, µM (highest dose often 57.5 µM), for the others: at the top dose activity, negative = inhibition, most hits filed as inhibitors. actives 0.17% (n = 330,000);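 also: potency is read from the fitted curve at half-maximal effect; 0% = uninhibited 1x PFK enzyme wells and -100% = no-enzyme wells; nearly all actives have a fitted effect of over 60% in size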
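Luminescent ADP detection (ADP-Glo, two-step: ATP depletion then ADP-to-ATP conversion for luciferase) reported PFK activity after 45 min room-temperature reaction of 1.25 nM enzyme with 0.5 mM F6P and 0.1 mM ATP at pH 8.0.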
PTAP TSG101 blk: blocks PTAP/TSG101 interaction to inhibit HIV-1 budding; Q99816; Fluorescence polarization, FITC-PTAP peptide / Tsg101 binding; Potency, µM (doses to about 115 µM), for the others: top-dose activity change, negative = inhibition, actives largely listed as inhibitors; 340,000 tested, under 10 active; active = well fitted inhibition curve with a large enough effect in the main read-out, with a control signal flat, not every such curve was filed as active; inconclusive = small, poorly fitted or top-dose-only effect, or effect the other way, or a change in a side signal; inactive = no such curve, though single readings can be large or run the other way; also: potency is read from the fitted curve at half-maximal effect; % of control where 0% means no effect
Target sequence (Q99816 whole entry, looked up): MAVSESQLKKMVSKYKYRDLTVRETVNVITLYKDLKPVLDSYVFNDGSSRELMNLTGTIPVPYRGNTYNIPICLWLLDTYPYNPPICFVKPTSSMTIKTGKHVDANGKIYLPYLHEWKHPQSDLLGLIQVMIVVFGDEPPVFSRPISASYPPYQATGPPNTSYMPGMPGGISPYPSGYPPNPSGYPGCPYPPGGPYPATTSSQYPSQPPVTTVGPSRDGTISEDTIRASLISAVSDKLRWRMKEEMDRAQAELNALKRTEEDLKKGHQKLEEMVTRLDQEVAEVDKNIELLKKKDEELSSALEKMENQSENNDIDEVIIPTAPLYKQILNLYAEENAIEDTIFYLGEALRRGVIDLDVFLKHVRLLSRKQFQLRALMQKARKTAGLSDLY
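Fluorescence polarization binding of Tsg101 binding domain (10 uM final) to FITC-labeled PTAP peptide (50 nM final) in HEPES pH 7.5 buffer with NaCl, Tween 20, EDTA, TCEP. Compounds added before peptide; binding 20 min at RT.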
* marks the source's active call; other numbers are inactive results; & = joins results of further samples; [ ] = dose if it differs, or a comment. Unless noted, calls follow the shape of the dose curve; as a rule, active = well fitted curve in the direction sought with a large enough effect; inconclusive = small, poorly fitted or top-dose-only effect, or another doubt; inactive = no such curve, though single readings can be large; an effect the other way counts as inactive or inconclusive.

What do the screens show for `NNC(=O)c1cc2cc3ccccc3nc2s1`?
TSHR antag: -7; Eya2 phos inh: -19%; Mito fusion act: -7%; USP2a inh: 7%; ELG1 repair inh: 23%; uPA surface inh: -19%; BCR signal inh: inconclusive; B2AR arrestin: 0.1%; TCR act: 2%; Tb PFK inh: 0%; PTAP TSG101 blk: 3%

Results for COc1cc2nc(N3CCN(c4cc(C)ccc4C)CC3)nc(N)c2cc1OC ?
TSHR antag: 6; Eya2 phos inh: -5%; Mito fusion act: -44%[inhibitor]; USP2a inh: -8%; ELG1 repair inh: inconclusive; uPA surface inh: -17%; BCR signal inh: inconclusive; B2AR arrestin: -0.6%; TCR act: -6%; Tb PFK inh: 0%; PTAP TSG101 blk: -9%

How did CC(=O)Nc1cccc(NC(=O)CSc2nc3c(c(=O)n(C)c(=O)n3C)n2C)c1 do in these assays?
TSHR antag: 11; Eya2 phos inh: -6%; Mito fusion act: -4%; USP2a inh: 1%; ELG1 repair inh: inconclusive; uPA surface inh: 0%; BCR signal inh: -5%; B2AR arrestin: -0.2%; TCR act: 5%; Tb PFK inh: -1%; PTAP TSG101 blk: -2%

How did Cc1cc(C)nc(NC(=O)/C=C/c2ccccc2Cl)n1 do in these assays?
TSHR antag: 2; Eya2 phos inh: 11%; Mito fusion act: 18%; USP2a inh: -1%; ELG1 repair inh: inconclusive; uPA surface inh: -3%; BCR signal inh: inconclusive; B2AR arrestin: 0.5%; TCR act: 0%; Tb PFK inh: -4%; PTAP TSG101 blk: -3%

How did N#CCSc1ccc(-c2nc3ccccc3[nH]2)cn1 do in these assays?
TSHR antag: -2; Eya2 phos inh: -2%; Mito fusion act: -2%; USP2a inh: 1%; ELG1 repair inh: inconclusive; uPA surface inh: -6%; BCR signal inh: inconclusive; B2AR arrestin: 0.2%; TCR act: -6%; Tb PFK inh: 2%; PTAP TSG101 blk: 1%

Results for COc1cccc(/C=N/n2cncn2)c1OCC#N ?
TSHR antag: -2; Eya2 phos inh: 13%; Mito fusion act: -9%; USP2a inh: 0%; ELG1 repair inh: 1%; uPA surface inh: 5%; BCR signal inh: -7%; B2AR arrestin: -0.1%; TCR act: -4%; Tb PFK inh: -8%; PTAP TSG101 blk: -9%

What do the screens show for `O=C(NCC1CCCO1)C1CC(=O)N(c2ccccc2)C1` (configuration not stated)?
TSHR antag: -6; Eya2 phos inh: 2%; Mito fusion act: 3%; USP2a inh: 1%; ELG1 repair inh: 7%; uPA surface inh: 1%; BCR signal inh: 3%; B2AR arrestin: -0.2%; TCR act: -4%; Tb PFK inh: -7%; PTAP TSG101 blk: -1%

What do the screens show for `COc1ccc(C(=O)O)cc1S(=O)(=O)NCCN(C)C`?
TSHR antag: 1; Eya2 phos inh: -14%; Mito fusion act: -3%; USP2a inh: 1%; ELG1 repair inh: 5%; uPA surface inh: 2%; BCR signal inh: -7%; B2AR arrestin: 0.0%; TCR act: -5%; Tb PFK inh: 3%; PTAP TSG101 blk: -6%

What do the screens show for `O=C(CSc1nncn1-c1ccccc1F)NC1CCCCC1`?
TSHR antag: 3; Eya2 phos inh: -1%; Mito fusion act: -1%; USP2a inh: 3%; ELG1 repair inh: inconclusive; uPA surface inh: -3%; BCR signal inh: 2%; B2AR arrestin: -0.4%; TCR act: 0%; Tb PFK inh: 1%; PTAP TSG101 blk: -4%

Results for CCOc1ccc(-c2c(C(=O)N/N=C/c3cccs3)nnn2-c2nonc2N)cc1 ?
TSHR antag: -9; Eya2 phos inh: 5%; Mito fusion act: 1%; USP2a inh: 3%; ELG1 repair inh: -6%; uPA surface inh: 3%; BCR signal inh: 3%; B2AR arrestin: -0.5%; TCR act: -1%; Tb PFK inh: -16%; PTAP TSG101 blk: -5%

What do the screens show for `NC(=O)CC(NC(=O)Cc1ccc(Cl)cc1)c1ccc(NC2CCCC2)c([N+](=O)[O-])c1` (configuration not stated)?
TSHR antag: -1; Eya2 phos inh: -6%; Mito fusion act: 2%; USP2a inh: 2%; ELG1 repair inh: 8%; uPA surface inh: 11%; BCR signal inh: -3%; B2AR arrestin: -0.2%; TCR act: -4%; Tb PFK inh: 2%; PTAP TSG101 blk: 0%

Results for CC1CC(C)CN(S(=O)(=O)N2CCCC(C(=O)NCCc3ccccc3)C2)C1 (configuration not stated) ?
TSHR antag: -7; Eya2 phos inh: 1%; Mito fusion act: 23%; USP2a inh: -2%; ELG1 repair inh: 1%; uPA surface inh: 7%; BCR signal inh: 6%; B2AR arrestin: -0.8%; TCR act: -3%; Tb PFK inh: 0%; PTAP TSG101 blk: -1%

How did CN1C(=O)Cc2cc(S(=O)(=O)N3CCN(c4ccc(Cl)cc4)CC3)ccc21 do in these assays?
TSHR antag: 0; Eya2 phos inh: 9%; Mito fusion act: -1%; USP2a inh: 0%; ELG1 repair inh: 19%; uPA surface inh: -3%; BCR signal inh: -1%&-16%; B2AR arrestin: 0.1%; TCR act: 7%; Tb PFK inh: 1%; PTAP TSG101 blk: -5%

What do the screens show for `CCS(=O)(=O)c1ccc2c(c1)NC(=O)C(CCCl)O2` (configuration not stated)?
TSHR antag: 10; Eya2 phos inh: 1%; Mito fusion act: 4%; USP2a inh: 1%; ELG1 repair inh: 11%; uPA surface inh: 8%; BCR signal inh: inconclusive; B2AR arrestin: -0.6%; TCR act: -2%; Tb PFK inh: 0%; PTAP TSG101 blk: 1%

What do the screens show for `Cc1ccc(N2NC(C)(c3cccs3)NC2=S)cc1` (configuration not stated)?
TSHR antag: -3; Eya2 phos inh: 1%; Mito fusion act: 14%; USP2a inh: 0%; ELG1 repair inh: inconclusive; uPA surface inh: -2%; BCR signal inh: 2%; B2AR arrestin: -0.5%; TCR act: -5%[46.1 µM]; Tb PFK inh: -23%; PTAP TSG101 blk: -5%

How did O=C(Nc1ccc(Cl)cc1Cl)C1=Cc2ccccc2OC1 do in these assays?
TSHR antag: -12; Eya2 phos inh: -14%; Mito fusion act: -2%; USP2a inh: 5%; ELG1 repair inh: inconclusive; uPA surface inh: -2%; BCR signal inh: inconclusive; B2AR arrestin: 0.1%; TCR act: -1%; Tb PFK inh: 5%; PTAP TSG101 blk: -15%

Results for O=[N+]([O-])c1ccc(Nc2nc(NC3CCCCC3)nc(N3CCCC3)n2)cc1 ?
TSHR antag: 13; Eya2 phos inh: 8%; Mito fusion act: 11%; USP2a inh: 0%; ELG1 repair inh: inconclusive; uPA surface inh: -7%; BCR signal inh: inconclusive; B2AR arrestin: -0.1%; TCR act: -2%; Tb PFK inh: -5%; PTAP TSG101 blk: -1%

Results for COc1ccc(C2=NN(c3nc(C(=O)O)cs3)C(O)(C(F)(F)F)C2)c(OC)c1 (configuration not stated) ?
TSHR antag: -6; Eya2 phos inh: 14%; Mito fusion act: 0%; USP2a inh: -1%; ELG1 repair inh: inconclusive; uPA surface inh: -2%; BCR signal inh: inconclusive; B2AR arrestin: 0.0%; TCR act: 4%; Tb PFK inh: 0%; PTAP TSG101 blk: -7%

What do the screens show for `Cc1nc(NC(=O)c2cc3ccccc3o2)ccc1Br`?
TSHR antag: -2; Eya2 phos inh: 17%; Mito fusion act: 2%; USP2a inh: -1%; ELG1 repair inh: inconclusive; uPA surface inh: 5%; BCR signal inh: -3%; B2AR arrestin: 0.4%; TCR act: -2%; Tb PFK inh: -9%
